Source: PubChem BioAssay (several laboratories)
Runt-SMMHC FRET = Runt domain-CBFb-SMMHC interaction inhibition. Q01196+Q13951. Cerulean-Runt/Venus-CBFb-SMMHC FRET ratio 530/480, 1 h. inhibition, % at 20 µM. 220,000 tested, 0.74% active;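 active means mean inhibition across duplicate retests at 20 µM reaching about 50%, limit read from the data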;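 further: 0% = DMSO wells and 100% = wells with excess untagged CBFb-SMMHC; inhibitors lower the FRET ratio by blocking Runt binding to CBFb-SMMHC; some results filed as inactive read as strong as hits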
Furin inh = human furin inhibition; purified furin, fluorogenic substrate cleavage; P09958; inhibition, % at 30 µM; AID 463115; 220,000 tested, 0.061% active; in the data active means inhibition above about 25%; further: inactives centre near -15
RBBP9 inhibitor = inhibitors of human serine hydrolase RBBP9. O75884. recombinant RBBP9, FP-Rh probe fluorescence polarization. inhibition, % at 7.94 µM. 220,000 tested, 0.2% active;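 active means inhibition above the campaign mean of all tested compounds plus 3 SD, cut at about 14% in these data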;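 further: plate controls were DMSO wells with RBBP9 for no effect and wells lacking RBBP9 protein for full effect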
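System: RBBP9 protein / Buffer or medium: Tris/NaCl buffer pH 8.0 with 0.1% Pluronic / Probe or stimulus: Serine-hydrolase probe FP-Rh, 375 nM pre-mixing / Dosing: 7.94 µM single dose, 0.794% DMSO / Times: enzyme-compound preincubation 30 min, then probe labeling 45 min, 25 °C / Technique: fluorescence polarization (mP), excitation 525 nm, emission 598 nm / Replication: singlicate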
Runt-CBFb FRET = Runt domain-CBFb interaction inhibition. Q01196+Q13951. Cerulean-Runt/Venus-CBFb FRET ratio 530/480, 1 h. inhibition, % at 20 µM. 220,000 tested, 0.46% active. AID 1496;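 active means inhibition over about 50% at 20 µM in the single-dose screen, limit read from the data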;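 further: 0% = DMSO wells and 100% = excess unlabeled CBFb competitor control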
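Measured by: fluorescence energy transfer, 422 nm excitation, 530/480 nm emission; test system: Cerulean-tagged RUNX1 Runt domain (FRET donor) fusion protein; buffer or medium: Tris pH 7.5 buffer with BSA; compound: one dose, 20 µM compound, 1% DMSO; times: two 1 h room-temperature incubations shielded from light; benchmarks: unlabeled CBFb 5 µM, positive control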
Tb hexokinase = T. brucei hexokinase 1 inhibition. recombinant TbHK1, G6PDH-coupled NADH A340. inhibition, % at 10 µM. 220,000 tested, 0.11% active. AID 1430;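 active means inhibition of 50% or more in the single-dose primary screen; inactive means inhibition below 50%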
EBV gp42 inh = EBV gp42 inhibition. inhibition, % (tested at 21.74 µM). Fluorescence polarization binding assay, mP read-out. AID 1085. 220,000 tested, 0.42% active. Q1HVG2; in the data active means inhibition above about 50%
Target sequence (Q1HVG2 whole entry, looked up): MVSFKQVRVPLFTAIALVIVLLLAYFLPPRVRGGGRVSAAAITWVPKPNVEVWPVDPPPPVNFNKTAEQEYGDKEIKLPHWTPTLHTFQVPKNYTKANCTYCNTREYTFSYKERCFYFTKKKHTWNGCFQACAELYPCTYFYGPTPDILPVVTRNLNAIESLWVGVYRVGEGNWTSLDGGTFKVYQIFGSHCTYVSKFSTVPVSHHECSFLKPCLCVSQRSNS
p97 ATPase inh = human p97 ATPase inhibition; P55072; recombinant p97 ATPase, Kinase-Glo ATP luminescence, 3 h; inhibition, % at 8 µM; 220,000 tested, 0.42% active; AID 1481; in the data active means inhibition above about 15%;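 further: 0% = DMSO vehicle and 100% = wells lacking enzyme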
Target sequence (P55072 whole entry, looked up): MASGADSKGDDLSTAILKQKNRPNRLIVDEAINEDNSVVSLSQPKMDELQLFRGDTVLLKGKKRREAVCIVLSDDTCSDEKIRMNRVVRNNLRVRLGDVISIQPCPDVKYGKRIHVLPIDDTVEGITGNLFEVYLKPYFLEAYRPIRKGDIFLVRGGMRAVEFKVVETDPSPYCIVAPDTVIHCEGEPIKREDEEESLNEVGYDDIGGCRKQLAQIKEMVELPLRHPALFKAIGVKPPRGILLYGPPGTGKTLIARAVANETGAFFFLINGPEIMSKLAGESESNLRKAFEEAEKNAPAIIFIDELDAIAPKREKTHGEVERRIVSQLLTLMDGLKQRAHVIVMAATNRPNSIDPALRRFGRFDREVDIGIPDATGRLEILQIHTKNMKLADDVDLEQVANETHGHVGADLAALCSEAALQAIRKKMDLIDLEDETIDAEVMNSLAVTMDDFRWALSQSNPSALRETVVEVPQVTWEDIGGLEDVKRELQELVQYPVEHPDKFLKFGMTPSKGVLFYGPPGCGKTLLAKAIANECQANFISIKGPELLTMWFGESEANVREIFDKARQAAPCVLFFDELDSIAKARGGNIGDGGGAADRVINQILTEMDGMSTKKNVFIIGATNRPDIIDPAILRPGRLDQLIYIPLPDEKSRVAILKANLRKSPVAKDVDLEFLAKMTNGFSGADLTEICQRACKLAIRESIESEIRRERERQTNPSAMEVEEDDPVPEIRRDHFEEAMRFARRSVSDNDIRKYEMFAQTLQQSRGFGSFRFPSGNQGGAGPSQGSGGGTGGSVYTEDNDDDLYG
m-calpain inh = inhibitors of pig calpain II | purified calpain II, fluorogenic peptide substrate, 30 min | AID 1236 | 220,000 tested, 0.37% active | inhibition, % at 16 µM;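 active means inhibition above about 50%, limit read from the data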
NCF1 inh = inhibitors of human p47phox binding. p47phox/p22phox peptide binding, fluorescence polarization, 2 h. P14598. AID 1274. 220,000 tested, 0.53% active. inhibition, % at 24.7 µM;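 active means inhibition above about 30%, limit read from the data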;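 further: 0% = p47phox with labelled peptide and 100% = labelled peptide alone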
* marks the source's active call; other numbers are inactive results; [ ] = another dose, or the depositor's remark. Compounds as they come. Share with any hit: about 2.7%.

RBBP9 inhibitor	p97 ATPase inh	EBV gp42 inh	Furin inh	NCF1 inh	Runt-SMMHC FRET	Tb hexokinase	m-calpain inh	Runt-CBFb FRET	Molecule
2.0	-4.4	-1.8	-17.0	-10.8	-0.6	2.9	23.8	-2.8	CC(C)(C)CC(=O)Nc1ccccc1N1CCN(c2ccccc2)CC1
-5.5	3.0	-14.8	-27.8	-1.3	-1.0	-2.7	-22.7	0.2	O=C(CCn1c(=S)[nH]c2ccccc2c1=O)NCCSCc1ccccc1
5.8	-1.8	7.1	-17.0	-3.3	-4.6	1.0	2.0	-0.2	N#Cc1nc(COc2cccc(Cl)c2)oc1N1CCCC1
-5.3	1.0	-11.6	-19.5	-21.2	0.4	3.8	-21.2	1.5	CC(C)Cc1ccc(-c2cc(=O)[nH][nH]2)cc1
-4.3	-0.5	-7.5	-25.6[20 µM]	-5.2	-5.0	-9.7	-12.6	2.2	Cc1nc(-c2ccccc2O)n(-c2ccccc2)n1
-0.5	1.2	-5.9	-8.2	4.5	1.6	-18.0	-22.9	0.1	Cc1cnc(NC(=O)c2cc3ccccc3o2)s1
-2.5	-2.3	-7.7	-13.5	-7.7	-0.3	5.6	-4.9	-0.7	O=C(O)CSCC(=O)Nc1cc(C(F)(F)F)ccc1Cl
-4.3	0.4	-6.8	-22.6	-9.1	-1.5	7.8	-5.9	-5.4	Cc1cc(C)nc(SCc2nnc(SCC(=O)OC3CCCCC3)o2)n1
-5.3	-3.9	4.0	-21.7[20 µM]	-12.8	3.2	-12.7	-126.0	-1.4	CCN1CCN(C(=O)c2cn(CCOC)c(=O)c3c2c2ccccc2n3C)CC1
-2.1	-0.3	-21.9	-16.7[20 µM]	-27.0	2.6	22.2	7.0	-2.7	COc1cccc(CNCCc2c[nH]c3ccccc23)c1OCc1ccc(F)cc1
-3.4	-1.9	-14.3	-15.3	-7.2	-3.5	3.6	-3.0	-1.3	CCOC(=O)N1CCN(c2c(NCCc3ccc(C)cc3)c(=O)c2=O)CC1
-5.6	-5.5	-12.5	-14.5	1.0	-7.6	2.3	11.3	-0.1	Clc1ccc(-n2nnnc2-c2ccccc2)cc1
-6.5	3.9	-14.3	-23.1	-12.6	2.2	-10.9	-5.5	-1.4	O=C(NCc1ccccc1)c1ccc2nc(N3CCOCC3)sc2c1
-6.4	0.2	-17.3	-28.1	-12.6	1.2	-8.7	-6.3	-1.1	CC(=O)NC(CCS(C)(=O)=O)C(=O)Nc1ccc(Oc2ccccc2)cc1 (centres undefined)
-10.2	-1.8	-16.9	-22.8	-21.7	-6.1	2.1	20.8	-1.2	Cc1ccc(S(=O)(=O)N2CCCCC2)cc1NC(=O)COC(=O)c1c(F)cccc1F
-1.6	0.9	-9.7	-15.4	-0.8	0.7	33.0	-29.0	-1.8	O=C(c1cccc([N+](=O)[O-])c1)N1CCN(c2cccc(Cl)c2)CC1
0.0	5.8	-23.6	-22.3	-1.3	0.0	-5.6	-1.6	3.3	COc1ccccc1CC(NC(C)=O)C(=O)NC1CCN(C(=O)c2ccc([N+](=O)[O-])cc2)CC1 (centres undefined)
-13.7	3.3	-11.2	-25.6	-48.3	-9.3	-5.9	-56.7	-3.2	O=C(O)c1ccc(/C=N/NC(=O)c2cc(-c3ccc4c5c(cccc35)CC4)n[nH]2)cc1
-7.6	3.0	2.4	-24.1	-9.8	3.9	5.6	12.7	-2.6	CCOCCCNC(=O)C1CCC(CNS(=O)(=O)c2cccc3nsnc23)CC1 (centres undefined)
-6.0	11.2	-0.4	-17.0	-6.2	1.3	2.4	-13.9	-1.7	C#CCNC(=O)/C=C/c1ccc(C)cc1
1.6	9.8	-11.6	-4.2	-5.5	-4.0	-14.6	2.6	-0.2	CC(=O)NCCCc1nc2ccccc2n1Cc1c(F)cccc1Cl
-2.4	-0.3	-4.0	-4.4[20 µM]	0.5	1.7	-3.3	20.0	-2.3	Cn1ccs/c1=N\S(=O)(=O)c1ccc(Br)cc1
-1.7	6.2	-25.0	-10.7	5.0	-2.8	-0.3	4.5	-1.4	CCNC(=O)CN(c1ccccc1OC)S(=O)(=O)c1cccs1
-2.3	2.2	-1.3	-25.8[20 µM]	-4.0	3.7	-4.6	-44.3	0.5	Cc1ccc(NC(=O)C2CCN(S(=O)(=O)c3ccc(F)cc3)CC2)cc1
-5.4	-2.2	-18.4	-6.9	0.6	-3.7	-24.7	0.8	1.3	CCCOc1ccc(/C(O)=C2\C(=O)C(=O)N(CCCOC)C23C(=O)N(C)c2ccccc23)cc1 (centres undefined)
-5.6	3.6	-26.5	-10.1	-66.0	6.3	-13.4	-96.6	-3.1	CS(=O)(=O)c1ccc2nc(NC(=O)c3cc(-c4ccccc4)nn3-c3ccccc3)sc2c1
1.9	1.7	-10.7	-10.0	5.3	-3.9	-2.9	16.9	-2.7	CCOC(=O)N1CCC(NC(=O)c2cc(C(=O)Nc3ccc(OC)c(OC)c3)ccc2CO)CC1
2.1	1.8	-4.2	-19.2	2.4	-3.4	-5.9	-23.5	-1.2	COCC(C)n1c(SCC(=O)N(C)C2CCS(=O)(=O)C2)nc2ccccc2c1=O (centres undefined)
-7.1	1.1	-10.7	-27.9	-5.5	-0.2	5.1	-13.7	0.9	Cc1cc(C(=O)CSc2nnc(Nc3ccccc3)s2)c(C)n1CC1CCCO1 (centres undefined)
-11.2	-6.5	0.9	-14.0	-2.2	1.1	-5.8	-12.7	-4.4	Cc1ccc(NC(=O)OCCN2CCN(Cc3ccccc3)CCC2=O)cc1C
4.0	4.8	-8.3	-22.9	-19.1	-14.2	-5.2	6.8	-1.0	Cc1cc(-c2ccc(Br)s2)nc(-n2cccc2)n1
-9.3	0.6	-16.6	-29.0	-0.2	-3.5	-14.0	-2.7	-2.8	COC(=O)c1sccc1NC(=O)c1ccc(OC)c([N+](=O)[O-])c1
-1.8	7.9	-11.0	-11.8	-12.1	-2.7	-3.5	3.3	-0.7	CC1Cc2ccccc2N1S(=O)(=O)c1cnc(Cl)c(Br)c1 (centres undefined)
-6.0	-1.7	13.2	-5.1	-3.6	2.0	27.6	4.1	3.2	Cc1c(O)nc(SCC(=O)Nc2ccc3c4c(cccc24)CC3)n(-c2ccc(F)cc2)c1=O
-6.7	-2.3	3.2	-20.6[20 µM]	-8.3	-0.2	-18.5	-21.4	2.0	Cn1c(-c2sc3cc(C(F)(F)F)cnc3c2-c2ccccc2)n[nH]c1=S
-5.4	-5.6	-25.6	-26.7	-14.1	-7.6	-6.1	-6.9	2.3	CSCCC(NC(=O)C1CCC(C)CC1)C(=O)O (centres undefined)
-4.6	3.1	-7.0	-23.8	-15.6	-1.3	-7.2	8.5	-0.8	Cc1cc(Cl)ccc1OCC(=O)NCCCN1CCOCC1
-1.6	-0.4	-6.0	-21.2[20 µM]	-5.3	-3.0	-5.8	18.6	-3.1	CC1(C)CC(=O)C2=C(C1)N(c1ccc(F)cc1)C(=O)C2(O)C(F)(F)F (centres undefined)
-2.3	-2.8	-12.9	-17.6[20 µM]	-7.0	0.9	-4.9	-1.6	-1.2	Fc1ccc(C2CC(c3ccccc3)n3ncnc3N2)cc1 (centres undefined)
-1.1	11.5	-13.1	-16.4[20 µM]	-21.0	-6.4	3.4	-15.2	-0.6	CSc1nnc(COc2ccc(C)cc2)n1N
-4.6	-2.0	3.0	-11.1	7.1	0.2	8.6	10.3	0.3	O=C(CNC(=O)c1ccccc1)NCC(=O)OCc1ccccc1Cl
-9.7	-1.8	-11.4	-18.7[20 µM]	-20.5	-0.3	-3.7	13.2	-0.9	C#CC[N+](CC)(CC)CC#Cc1cccc(Cl)c1
-4.7	3.0	-4.3	-18.1[20 µM]	0.6	1.6	-2.2	-11.7	1.3	C=CCON1C(=O)c2ccccc2C1=O
-10.4	-2.6	-21.9	-14.7[20 µM]	-30.2	2.7	2.2	-195.6	0.3	CCOC(=O)c1sc(NC(=O)c2ccc(C)s2)cc1C
-2.6	-7.7	-7.4	0.8	-8.9	1.0	-5.9	12.8	8.9	Cn1cccc1/C=N/N1CCN(Cc2ccccc2Cl)CC1
-9.6	-2.0	-10.0	-19.6	-14.2	5.3	-4.1	-6.5	-1.8	O=C(NCCCN1CCOCC1)Nc1ccc(Cc2ccc(NC(=O)NCCCN3CCOCC3)cc2)cc1
-7.1	2.6	-7.4	-16.0	-6.2	0.1	8.4	23.8	-1.1	CCCCC(=O)Nc1ccc(Br)cc1C(=O)O
-7.9	-3.0	-12.3	-21.0	-4.7	1.7	5.5	6.2	-0.1	Cc1ccc(S(=O)(=O)N(CC(=O)NCc2cccnc2)C2CCCCC2)cc1
4.1	0.7	-9.9	-13.1	-12.4	1.2	4.2	-2.6	0.5	Cc1oc(/N=C/c2ccccc2O)c(C#N)c1C
-8.7	-1.4	-12.1	-21.7	-13.9	-3.3	-24.5	-11.5	-2.8	Cc1ccc(S(=O)(=O)/N=C2/NC(=O)/C(=C/c3ccccn3)S2)cc1

Compounds listed so far that contain a nitro group on carbon:
RBBP9 inhibitor	p97 ATPase inh	EBV gp42 inh	Furin inh	NCF1 inh	Runt-SMMHC FRET	Tb hexokinase	m-calpain inh	Runt-CBFb FRET	Molecule
-1.6	0.9	-9.7	-15.4	-0.8	0.7	33.0	-29.0	-1.8	O=C(c1cccc([N+](=O)[O-])c1)N1CCN(c2cccc(Cl)c2)CC1
0.0	5.8	-23.6	-22.3	-1.3	0.0	-5.6	-1.6	3.3	COc1ccccc1CC(NC(C)=O)C(=O)NC1CCN(C(=O)c2ccc([N+](=O)[O-])cc2)CC1 (centres undefined)
-9.3	0.6	-16.6	-29.0	-0.2	-3.5	-14.0	-2.7	-2.8	COC(=O)c1sccc1NC(=O)c1ccc(OC)c([N+](=O)[O-])c1

Next section:
RBBP9 inhibitor	p97 ATPase inh	EBV gp42 inh	Furin inh	NCF1 inh	Runt-SMMHC FRET	Tb hexokinase	m-calpain inh	Runt-CBFb FRET	Molecule
-5.6	-3.7	-8.2	-9.9	-10.0	1.5	-17.2	-5.8	0.6	CNc1ncc(-c2nnnn2-c2ccccc2)c(-c2ccccc2)n1
-1.2	6.6	-16.2	3.8	-8.3	-1.6	-20.0	20.0	0.5	Cc1sc(NC(=O)/C=C/c2ccco2)c(C(=O)O)c1C
-4.0	3.7	-8.8	-26.4	-7.0	2.8	4.7	-11.8	-1.0	C=CCc1ccccc1OCC(O)Cn1ccnc1C (centres undefined)
-1.7	2.9	-10.6	-10.6[20 µM]	12.1	0.3	-8.7	3.0	1.7	O=C(O)c1ccc2c(c1)C(=O)N(Cc1ccc3c(c1)OCO3)C2=O
-11.2	1.0	0.9	-9.4	-0.1	-1.2	-15.9	-1.5	0.4	O=C1OCc2ccc(NC(=O)c3sccc3Cl)cc21
0.2	2.6	-12.4	-21.4	-2.7	1.0	-6.2	21.9	-3.5	COc1ccc(CCc2nnc(CCC(=O)NCc3cnn(-c4ccccc4C)c3)o2)cc1
-4.2	0.7	4.9	-14.8	-21.9	-6.7	8.8	-5.1	-1.1	O=C(Nc1ccccc1)/C(=C\c1cccs1)NC(=O)c1ccccc1
6.3	4.9	-12.0	-15.7[20 µM]	-7.3	3.2	6.4	-21.1	1.9	O=C1CC(C(=O)Nc2ncccn2)C(c2ccccc2)O1 (centres undefined)
-0.8	0.5	-14.4	-30.1	-6.9	0.0	-2.0	-23.3	0.6	Cc1ccn2cc(CCNC(=O)Cc3cccs3)nc2c1
-5.2	4.2	-71.6	-27.4	6.0	-12.8	-0.9	-34.9	-6.3	CCCn1c(SCc2nc3sc(C)c(C)c3c(=O)[nH]2)nc2ccccc2c1=O
